IL-1B inflam inh – qHTS for Inhibitors of Inflammasome Signaling: IL-1-beta AlphaLISA Primary Screen | 360,000 compounds, 4.7% hits | AID 743279, 2014 | THP-1 LPS/ATP IL-1B secretion, AlphaLISA, 16 h; active compounds read low | activity change, % at 57.5 µM; in the data active = activity change below about -50%; inconclusive = mostly about -30% to -49%
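Secreted IL-1B measured by AlphaLISA bead assay after 16 h compound exposure of THP-1 cells; compounds (final up to 57.5 uM) added 1 h before LPS (250 ng/mL) and ATP (1.25 mM) stimulation; lower signal means less secretion.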
* = called active by the depositor. % is scaled to controls: 0 for no effect and ±100 for the full control effect. Only part of the results is shown, so the mix of outcomes need not match the whole.

What do the screens show for `CSCCC(C(=O)Nc1c(C)cccc1C)n1c(-c2cnc(C)cn2)nc2ccccc21` (centres undefined)?
IL-1B inflam inh: -11.9

Results for Cc1ccc(S(=O)(=O)N2[C@H](CC(=O)c3ccc(Cl)c(Cl)c3)OC[C@@H]2C)cc1 ?
IL-1B inflam inh: 22.6

Results for COC(=O)c1cn(CC(C)n2c(=O)c3ccccc3n2Cc2cc(C(C)C)no2)nn1 (centres undefined) ?
IL-1B inflam inh: 18.1

How did COC(=O)[C@]12CCCCC=C1N(Cc1ccc3c(c1)OCO3)C(=O)[C@H](CC(=O)NCc1cccc3ccccc13)C2 do in these assays?
IL-1B inflam inh: -11.1

What do the screens show for `CCCCNC(=O)c1nc(-c2cc3ccccc3[nH]2)oc1-c1cccc(C(F)(F)F)c1`?
IL-1B inflam inh: -3.4

How did CCOC(=O)[C@]12CCCC=C1N(CCC1=CCCCC1)C(=O)[C@H](CC(=O)NCC1CCCCC1)C2 do in these assays?
IL-1B inflam inh: inconclusive

Results for Cc1cccc(C)c1NC(=O)C1(C)CSCC(=O)N1C1CCN(Cc2ccccc2)CC1 (centres undefined) ?
IL-1B inflam inh: 11.8

How did Nc1sccc1C(=O)N1CCN(c2ccccc2)CC1 do in these assays?
IL-1B inflam inh: -7.2

What do the screens show for `CC(C)(C)NC(=O)C1C(c2ccc(C(F)(F)F)cc2)=Nc2ccccc2N1C(=O)c1cccc(C(F)(F)F)c1` (centres undefined)?
IL-1B inflam inh: 7.2

How did O=C1Nc2ccccc2C(=O)N(c2ccc3c(c2)OCCO3)C1C(=O)NC1CC1 (centres undefined) do in these assays?
IL-1B inflam inh: 2.8

How did Cc1cccc(C)c1NC(=O)C1C(c2ccccc2)=Nc2ccccc2N1C(=O)c1cnccn1 (centres undefined) do in these assays?
IL-1B inflam inh: 33.1

What do the screens show for `CCCCNC(=O)C1C(c2ccc(C(F)(F)F)cc2)=Nc2ccccc2N1C(C)=O` (centres undefined)?
IL-1B inflam inh: 11.4

Results for COC1=CC(=O)OC(c2cccc(C#N)c2)C1 (centres undefined) ?
IL-1B inflam inh: -19.1

Results for CCOC(=O)[C@]12CCCC=C1N(CCC1=CCCCC1)C(=O)[C@H](CC(=O)NCc1ccc(C)o1)C2 ?
IL-1B inflam inh: -26.1

Results for COC(=O)[C@]12CCCCC=C1N(CCc1ccc(OC)c(OC)c1)C(=O)[C@H](CC(=O)NCc1cccc3ccccc13)C2 ?
IL-1B inflam inh: -13.8

Results for COc1cccc(C(=O)NCCNc2nc3cc(C)cc(C)c3cc2C#N)c1 ?
IL-1B inflam inh: -11.5

What do the screens show for `COC(=O)[C@]12CCCCC=C1N(Cc1ccc3c(c1)OCO3)C(=O)[C@H](CC(=O)NCc1ccc(OC)c(OC)c1)C2`?
IL-1B inflam inh: -19.4

What do the screens show for `COC(=O)[C@@]12C[C@@H](CC(=O)NCC3CCCCC3)C(=O)N(Cc3ccccc3)C1=CCC(C)(C)C2`?
IL-1B inflam inh: inconclusive

How did CCCCCCCCCc1conc1C(=O)CP(=O)(OC)OC do in these assays?
IL-1B inflam inh: 18.3

What do the screens show for `O=C(NCC(F)(F)F)C1C(=O)Nc2ccccc2C(=O)N1Cc1ccccc1` (centres undefined)?
IL-1B inflam inh: 67.1

How did O=C(NCc1ccccc1)C(c1ccc(-c2ccccc2)cc1)N1CCN(CCN2CCOCC2)CC1 (centres undefined) do in these assays?
IL-1B inflam inh: -20.3

What do the screens show for `CCCCNC(=O)C1C(c2ccccc2)=Nc2ccccc2N1C(=O)c1ccc(C(F)(F)F)cc1` (centres undefined)?
IL-1B inflam inh: -6.4

Results for COC(=O)C1=CN(c2ccc(OC)cc2)C(N)=C(C#N)C1c1ccc(OC)cc1 (centres undefined) ?
IL-1B inflam inh: inconclusive

How did CC(C)=CCCC(C)c1cc(C(=O)NCCc2ccc(O)cc2)c(N)s1 (centres undefined) do in these assays?
IL-1B inflam inh: inconclusive

How did CC(C)(C)C(c1nc2ccccc2[nH]1)n1c(-c2cc(Cl)cc(Cl)c2)nc2ccccc21 (centres undefined) do in these assays?
IL-1B inflam inh: -0.2

What do the screens show for `COc1ccc(CCC(=O)N2c3ccccc3N=C(c3ccc4c(c3)OCO4)C2C(=O)NCc2ccccc2)cc1` (centres undefined)?
IL-1B inflam inh: -9.2

What do the screens show for `O=C(C[C@H]1CC[C@@H]2[C@H](COC[C@@H](O)CN2C(=O)C2CC2)O1)NCc1ccccc1Cl`?
IL-1B inflam inh: -10.7

What do the screens show for `CC(C)(C)NC(=O)C(C1CC1)n1c(=O)c(-c2ccccc2)nc2ccccc21` (centres undefined)?
IL-1B inflam inh: -9.2

Results for O=C(NC1CCCC1)C(c1ccco1)N1CCC(O)(c2ccc(Cl)cc2)CC1 (centres undefined) ?
IL-1B inflam inh: -5.8

How did Cc1ccccc1CN1C(=O)CN(S(C)(=O)=O)CC1(C)C(=O)NCc1ccccc1 (centres undefined) do in these assays?
IL-1B inflam inh: 12.8

Results for Cc1ccc(N2CCN(C(=O)C(=O)c3cccc(Br)c3)CC2)cc1 ?
IL-1B inflam inh: -9.2

How did CCCCCNC(=O)C(c1ccncc1)n1c(=O)c(-c2ccccc2)nc2ccccc21 (centres undefined) do in these assays?
IL-1B inflam inh: -12.2

Results for COc1cc(Cc2nc3ccccc3n2C(C)c2nc3ccccc3[nH]2)cc(OC)c1 (centres undefined) ?
IL-1B inflam inh: -14.3

Results for COC(=O)C1=CN(c2ccc(OC)cc2OC)C(N)=C(C#N)C1c1ccccc1F (centres undefined) ?
IL-1B inflam inh: 64.0

How did CCOC(=O)C[C@@H]1OC[C@H](C(C)C)N1S(=O)(=O)c1ccc(C)cc1 do in these assays?
IL-1B inflam inh: 23.9

How did COc1ccc(CN2C(=O)CSCC2(C)C(=O)Nc2c(C)cccc2C)cc1OC (centres undefined) do in these assays?
IL-1B inflam inh: -9.6

What do the screens show for `CC(c1nc2ccccc2[nH]1)n1c(-c2ccncc2)nc2ccccc21` (centres undefined)?
IL-1B inflam inh: 12.5

Results for CCCCCNC(=O)C(C1CC1)n1c(=O)c(-c2ccco2)nc2ccccc21 (centres undefined) ?
IL-1B inflam inh: 15.1

What do the screens show for `CCOC(=O)[C@]12CCCC=C1N(CCC1=CCCCC1)C(=O)[C@H](CC(=O)N1CCC(c3ccccc3)CC1)C2`?
IL-1B inflam inh: -8.4

How did Cc1ccc2ccc(C(Nc3ccccc3)c3ccc(Cl)cc3)c(O)c2n1 (centres undefined) do in these assays?
IL-1B inflam inh: 65.4

Results for CC(C(=O)NCc1ccccc1)n1c(-c2ccc3c(c2)CCO3)nc2ccccc21 (centres undefined) ?
IL-1B inflam inh: 3.0

What do the screens show for `CC(C)NC(=O)N[C@H]1C=C[C@H](CC(=O)NCc2ccc(Oc3ccccc3)cc2)O[C@@H]1CO`?
IL-1B inflam inh: 32.1

How did CC(=O)Nc1ccc(C(=O)N2c3ccccc3N=C(c3ccc4c(c3)OCO4)C2C(=O)NCc2ccccc2)cc1 (centres undefined) do in these assays?
IL-1B inflam inh: -20.1

What do the screens show for `CC1(C(=O)NCc2ccccc2)CN(S(C)(=O)=O)CC(=O)N1CCc1ccccc1` (centres undefined)?
IL-1B inflam inh: 21.3

Results for CC(=O)c1ccc(C2CC(OCCF)=CC(=O)O2)cc1 (centres undefined) ?
IL-1B inflam inh: 18.1

What do the screens show for `COC(=O)C1(C(=O)OC)C[C@H](/C=C/c2ccccc2)N(Cc2ccccc2OC)[C@@H]1c1ccc(F)cc1`?
IL-1B inflam inh: 27.3

What do the screens show for `CC(C)(C)NC(=O)C(c1ccnc2ccccc12)n1c(=O)c(-c2cc3ccccc3[nH]2)nc2ccccc21` (centres undefined)?
IL-1B inflam inh: 6.7

What do the screens show for `O=C(NC1CCCC1)C(C1CC1)n1c(-c2cc3ccccc3[nH]2)nc2ccccc21` (centres undefined)?
IL-1B inflam inh: 55.6

Of the compounds above, these have an NH in an aromatic ring.
What do the screens show for `CCCCNC(=O)c1nc(-c2cc3ccccc3[nH]2)oc1-c1cccc(C(F)(F)F)c1`?
IL-1B inflam inh: -3.4

How did CC(C)(C)C(c1nc2ccccc2[nH]1)n1c(-c2cc(Cl)cc(Cl)c2)nc2ccccc21 (centres undefined) do in these assays?
IL-1B inflam inh: -0.2

Results for COc1cc(Cc2nc3ccccc3n2C(C)c2nc3ccccc3[nH]2)cc(OC)c1 (centres undefined) ?
IL-1B inflam inh: -14.3

What do the screens show for `CC(c1nc2ccccc2[nH]1)n1c(-c2ccncc2)nc2ccccc21` (centres undefined)?
IL-1B inflam inh: 12.5

What do the screens show for `CC(C)(C)NC(=O)C(c1ccnc2ccccc12)n1c(=O)c(-c2cc3ccccc3[nH]2)nc2ccccc21` (centres undefined)?
IL-1B inflam inh: 6.7

What do the screens show for `O=C(NC1CCCC1)C(C1CC1)n1c(-c2cc3ccccc3[nH]2)nc2ccccc21` (centres undefined)?
IL-1B inflam inh: 55.6

(cont.)
How did O=C1C=C(OCCF)CC(c2ccccc2C(F)(F)F)O1 (centres undefined) do in these assays?
IL-1B inflam inh: 6.2

What do the screens show for `CCCCCNC(=O)C(c1ccccc1F)n1c(=O)c(-c2ccco2)nc2ccccc21` (centres undefined)?
IL-1B inflam inh: -5.1

How did Cc1cccc(C)c1NC(=O)C(c1ccccc1OC(F)(F)F)N1CCC(c2ccccc2)CC1 (centres undefined) do in these assays?
IL-1B inflam inh: -18.7

Results for CCCCNC(=O)c1nc(-c2cccnc2)oc1-c1ccc(OC(F)(F)F)cc1 ?
IL-1B inflam inh: 18.4

How did COc1ccc(OC)c(CN2C(=O)CN(S(C)(=O)=O)CC2(C)C(=O)NCc2ccccc2)c1 (centres undefined) do in these assays?
IL-1B inflam inh: 31.7

What do the screens show for `O=C(Nc1ccc(Cl)cc1)N[C@H]1CC[C@H](CCn2cc(-c3ccccc3F)nn2)O[C@@H]1CO`?
IL-1B inflam inh: -2.1

What do the screens show for `COc1ccc(NC(=O)C(c2ccccc2F)n2c(=O)c(-c3cc4ccccc4[nH]3)nc3ccccc32)cc1` (centres undefined)?
IL-1B inflam inh: -9.6

How did CCOC(=O)/C=C/c1cccc(OC)c1O do in these assays?
IL-1B inflam inh: -7.3

How did O=C(/C=C1\OCc2cc(OCc3ccccc3)ccc21)OCc1ccccc1 do in these assays?
IL-1B inflam inh: -8.1

Results for COC(=O)C[C@@H]1CC[C@@H](NS(=O)(=O)c2ccccc2OC)[C@@H](CO)O1 ?
IL-1B inflam inh: 30.4

Results for COc1ccc(CN2C(=O)CSCC2(C)C(=O)Nc2ccc3c(c2)OCCO3)cc1 (centres undefined) ?
IL-1B inflam inh: -4.2

What do the screens show for `CC(C)N1C(=O)c2ccccc2NC(=O)C1C(=O)NC1CC1` (centres undefined)?
IL-1B inflam inh: 36.1

For convenience, some entries already given.
Results for COc1ccc(CN2C(=O)CSCC2(C)C(=O)Nc2ccc3c(c2)OCCO3)cc1 (centres undefined) ?
IL-1B inflam inh: -4.2

What do the screens show for `CC(C)N1C(=O)c2ccccc2NC(=O)C1C(=O)NC1CC1` (centres undefined)?
IL-1B inflam inh: 36.1

New compounds follow.
How did CCC(C(=O)NC1CCCC1)n1c(-c2ccccn2)nc2ccccc21 (centres undefined) do in these assays?
IL-1B inflam inh: 28.4

Results for O=C1Nc2ccccc2-c2nnnn2C1N1CCCCC1 (centres undefined) ?
IL-1B inflam inh: 20.6

How did COC(=O)c1sc(N)nc1CCNC(=O)OC(C)(C)C do in these assays?
IL-1B inflam inh: 25.1

How did COc1ccc(C(C(=O)NC(C)(C)C)n2c(-c3ccc(=O)[nH]c3)nc3ccccc32)cc1 (centres undefined) do in these assays?
IL-1B inflam inh: -6.1

What do the screens show for `COC(=O)C[C@H]1C=C[C@@H](NC(=O)Nc2c(C)noc2C)[C@@H](CO)O1`?
IL-1B inflam inh: 13.8

How did COc1ccc(C(O)C(O)(C(=O)OC(C)C)c2ccc(C)cc2)cc1 (centres undefined) do in these assays?
IL-1B inflam inh: -21.0

Results for COc1ccc(-c2cn(CC[C@@H]3CC[C@H](NC(=O)Cc4ccccn4)[C@@H](CO)O3)nn2)cc1 ?
IL-1B inflam inh: -16.8

How did CCCCNC(=O)C1C(c2ccc(C(F)(F)F)cc2)=Nc2ccccc2N1C(=O)c1cccc2ccccc12 (centres undefined) do in these assays?
IL-1B inflam inh: 40.0

What do the screens show for `CS(=O)(=O)c1ccc(S(=O)(=O)N2CCN(C(=O)C(O)c3ccccc3)CC2)cc1` (centres undefined)?
IL-1B inflam inh: -2.1

What do the screens show for `COC(=O)[C@@H]1ON2OCC(C)=C3CCCC[C@@]32[C@H]1C(=O)OC`?
IL-1B inflam inh: -9.6

Results for COC(=O)/C=C1\OCc2ccc(C)cc21 ?
IL-1B inflam inh: -18.6

How did Nc1c(-c2ccc(F)cc2)nc2ncccn12 do in these assays?
IL-1B inflam inh: -17.8

How did Cc1csc(-c2nc3ccccc3n2C(C(=O)NC(C)(C)C)c2ccccc2)c1 (centres undefined) do in these assays?
IL-1B inflam inh: 0.0

How did O=C(Nc1ccc2c(c1)OCCO2)C(C1CC1)n1c(=O)c(-c2ccccc2)nc2ccccc21 (centres undefined) do in these assays?
IL-1B inflam inh: -24.7

What do the screens show for `CCOC(=O)N1CCN(C(=O)C[C@@H]2C[C@@]3(C(=O)OCC)CCCC=C3N(Cc3ccccc3)C2=O)CC1`?
IL-1B inflam inh: -12.3

Results for CCCc1cn(CC(C)n2c(=O)c3ccccc3n2Cc2cc(C(C)C)no2)nn1 (centres undefined) ?
IL-1B inflam inh: -19.1

How did COC(=O)[C@@]12C[C@@H](CC(=O)NCCC(C)C)C(=O)N(Cc3ccccc3)C1=CCC(C)(C)C2 do in these assays?
IL-1B inflam inh: inconclusive

Results for CSCCC(C(=O)NCc1ccccc1)n1c(Cc2cc(F)cc(F)c2)nc2ccccc21 (centres undefined) ?
IL-1B inflam inh: -21.8

What do the screens show for `COC(=O)[C@@]12C[C@@H](CC(=O)NCCc3ccccc3OC)C(=O)N(CCc3ccc(OC)c(OC)c3)C1=CCC(C)(C)C2`?
IL-1B inflam inh: -4.0

How did O=C(NC1CCCC1)N[C@@H]1C=C[C@@H](CC(=O)N2CCOCC2)O[C@@H]1CO do in these assays?
IL-1B inflam inh: 5.3
